LmPK inh: LmPK (Leishmania mexicana) enzyme inhibition; Q27686; purified LmPK, Kinase-Glo ATP luminescence, 1 h; Potency, µM (highest dose often 57.5 µM), for the others: at the highest dose activity change, negative = inhibition, usual class: inhibitors; 290,000 compounds, 0.37% hits; note: potency is the fitted concentration of half-maximal effect; % is set by controls: 0 for no effect and ±100 for the full control effect
Target sequence (Q27686 whole entry, looked up): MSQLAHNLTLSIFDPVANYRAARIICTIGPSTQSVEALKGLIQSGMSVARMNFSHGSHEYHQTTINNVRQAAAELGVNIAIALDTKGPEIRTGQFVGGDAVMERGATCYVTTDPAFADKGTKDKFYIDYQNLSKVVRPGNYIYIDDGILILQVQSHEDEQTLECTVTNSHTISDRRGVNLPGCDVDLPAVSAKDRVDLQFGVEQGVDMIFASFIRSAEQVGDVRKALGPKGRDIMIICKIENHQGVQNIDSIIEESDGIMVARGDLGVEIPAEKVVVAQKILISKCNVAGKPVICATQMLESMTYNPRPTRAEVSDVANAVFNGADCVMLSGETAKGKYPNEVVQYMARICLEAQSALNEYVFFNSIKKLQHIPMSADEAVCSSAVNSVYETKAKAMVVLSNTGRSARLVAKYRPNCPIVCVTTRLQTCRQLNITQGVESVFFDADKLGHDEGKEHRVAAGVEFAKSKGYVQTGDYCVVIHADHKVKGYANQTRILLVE
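Pyruvate kinase activity monitored as ATP production (luciferase luminescence). Conditions: 0.1 nM enzyme, 0.5 mM PEP, 0.1 mM ADP, 1 h, RT; normalized against uninhibited and no-enzyme wells.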
Tb PYK inh: T. brucei pyruvate kinase inhibition; Q57TT1; TbPYK enzyme, Kinase-Glo Plus ATP luminescence, 45 min; 410,000 compounds, 0.12% hits; Potency, µM (doses to about 76.8 µM), for the others: at the top dose activity, negative = inhibition, usual class: inhibitors; note: potency is the fitted concentration of half-maximal effect; % is set by controls: 0 for no effect and ±100 for the full control effect; nearly all actives have a fitted effect of over 50% in size
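Luminescence from Kinase-Glo Plus, added after a 45-minute room-temperature reaction, served as the end-point read-out. The enzyme and substrate were preincubated with compound before ADP (130 uM final) initiated turnover. Concentration-effect curves came from normalized qHTS data.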
Shiga toxin inh: blocks Shiga toxin action in Vero cells; Vero cells, Shiga toxin protein synthesis inhibition reporter; inhibition, % at 38.7 µM; 290,000 compounds, 9.2% hits; AID 2315; in the data active = inhibition mostly above about 28%, no sharp cut-off; inactive = mostly below about 43%; note: 0% is about no effect
Pf growth 48h: P. falciparum growth inhibition at 48 hours (one generation). Potency, µM (doses to about 28.7 µM), without a hit: at the highest dose activity change, negative = inhibition, usual class: inhibitors. 310,000 compounds, 5.9% hits. P. falciparum luciferase growth in erythrocytes, 48 h; note: potency is the fitted concentration of half-maximal effect; % is set by controls: 0 for no effect and ±100 for the full control effect
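Luminescence readout; reporter = integrated firefly luciferase in P. falciparum. RBC culture at 2% hematocrit, 0.1% parasitemia final, 37 C/5% CO2; decreased signal taken as growth inhibition.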
Pf growth 96h: P. falciparum growth inhibition at 96 hours; P. falciparum luciferase reporter growth, 96 h; Potency, µM (top dose mostly 28.7 µM), for inactives: at the highest dose activity change, negative = inhibition, usual class: inhibitors; 320,000 compounds, 6.9% hits; AID 504834; note: potency is the fitted concentration of half-maximal effect; % is set by controls: 0 for no effect and ±100 for the full control effect
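Cell-based qHTS: luciferase-tagged P. falciparum in erythrocytes (2% hematocrit, 0.05% parasitemia final) incubated with compounds for 96 hours, 37 C, 5% CO2; luciferase detection reagent then added and luminescence measured.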
CHX counter: counter-screen for Shiga toxin inhibitors: cycloheximide protein synthesis inhibition; cell reporter, cycloheximide protein synthesis inhibition counterscreen; max response, %; 300,000 compounds, 12% hits; AID 2314; in the data active = max response mostly above about 13%, no sharp cut-off; inactive = mostly below about 14%; note: read at 38.3 µM for the half of the compounds with a filed dose; 0% is about no effect
AmpC inh no detg: inhibitors of E. coli AmpC beta-lactamase without detergent. P00811. Potency, µM (doses to about 57.1 µM), for inactives: at the top dose activity change, negative = inhibition, usual class: inhibitors. AID 485341. AmpC nitrocefin hydrolysis, absorbance 480 nm, 0.0001% Triton. 330,000 compounds, 0.52% hits;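 note: potency is the fitted concentration of half-maximal effect; plate controls were no compound for no effect and no enzyme for full effect; nearly all actives have a fitted effect of over 20% in size; some results filed as inactive show a strong effect at the top dose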
Target sequence (P00811 whole entry, looked up): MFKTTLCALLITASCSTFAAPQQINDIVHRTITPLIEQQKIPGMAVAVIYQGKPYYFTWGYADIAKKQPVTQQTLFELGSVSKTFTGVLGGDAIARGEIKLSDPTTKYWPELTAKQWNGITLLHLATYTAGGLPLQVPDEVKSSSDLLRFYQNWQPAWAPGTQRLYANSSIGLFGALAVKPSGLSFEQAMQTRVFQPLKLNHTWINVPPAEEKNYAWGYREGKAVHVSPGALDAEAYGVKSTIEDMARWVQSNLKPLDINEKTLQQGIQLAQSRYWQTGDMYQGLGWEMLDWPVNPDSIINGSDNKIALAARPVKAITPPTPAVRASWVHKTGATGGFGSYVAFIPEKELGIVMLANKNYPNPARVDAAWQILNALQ
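20 mM phosphate pH 7.0 + 0.01% (detergent screen) or 0.0001% Triton X-100; 5.3 nM AmpC reagent; cpd preinc 15 min RT; nitrocefin (800 uM stock) to start; A480 q20 s × 4 min; Activity was normalised to no-enzyme and no-compound control wells.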
Starred values were filed as active, the others as inactive; ? = inconclusive; . = not tested or not shown; [ ] = remark or other dose. Unless noted, calls come from the whole dose curve; as a rule, active = well fitted curve in the direction sought with a large enough effect; inconclusive = small, poorly fitted or top-dose-only effect, or another doubt; inactive = no such curve, though single readings can be large; an effect the other way counts as inactive or inconclusive.

SMILES | LmPK inh | Tb PYK inh | Shiga toxin inh | Pf growth 48h | Pf growth 96h | CHX counter | AmpC inh no detg
CSc1nc2c(c(=O)[nH]c(=O)n2C)n1C/C=C(\C)Cl | 1% | -8% | -8 | 22% | 16% | 7 | -11%
Cc1cc(=O)oc(C)c1C(=O)NCCNC(=O)c1c(C)cc(=O)oc1C | 1% | -7% | -2 | -1% | . | -5 | -19%
O=C(Nc1cccc(-c2nc3ncccc3o2)c1)c1sc2ccccc2c1Cl | -1% | -4% | -9 | 28% | 0% | -2 | -8%
O=C(Nc1cccc(C(F)(F)F)c1)N(Cc1ccc(Cl)cc1)CC(O)C(F)(F)F (stereo not given) | 4% | -9% | -9 | ? | ? | 6 | -7%
COc1ccccc1N1CCN(Cc2cc(OC)c3c(c2)OCO3)CC1 | -4% | -1% | 9 | 55% | -8% | -2 | -5%
CS(=O)(=O)N1CCc2cc(-c3csc(NC(=O)Cc4ccccc4)n3)ccc21 | 4% | -2% | 28 | -4% | -5% | 7 | -25%
Cc1cc(C)c2c(CC(=O)NCCc3ccccc3)coc2c1 | -5% | 1% | 8 | ? | 89%[activator] | 4 | 89%[activator]
CSc1nc(O)cc(=O)n1-c1ccc(F)cc1 | -2% | 4% | 8 | 17% | 65%[activator] | 1 | -16%
CC(=O)Nc1cccc(NC(=O)CSc2ncc(C(=O)Nc3ccc(F)cc3)c(=O)n2C)c1 | . | 10% | . | 35%[activator] | 10% | . | -5%
CCSc1nnc(NC(=O)c2ccco2)s1 | -11% | -10% | 27* | 135%[activator] | 49%[activator] | 23* | -6%
Cc1nnsc1Sc1ccccn1 | -10% | -2% | 6 | 15% | -8% | 3 | -5%
C=CCN1CC2CC3(COc4cc(C)cc(C)c4)C=CC2(O3)C1=O (stereo not given) | 5% | 3% | -6 | -6% | -4% | -3 | 26%
S=C(c1nc2ccccc2[nH]1)N1CCOCC1 | 0% | -10% | -4 | -2% | -31% | -2 | -18%
COc1cc(Cl)cc(/C=C/c2ccc3ccccc3n2)c1OC(C)=O | -2% | -7% | 97* | 15% | ? | 84* | 24%
CC(/C=C/c1ccc2c(c1)OCO2)=N\NC(=O)C(O)c1ccccc1 (stereo not given) | -5% | 0% | 10 | -1% | ? | 6 | -19%
COc1ccc(C(=O)Nc2nc3cc4c(cc3s2)OCCO4)c(OC)c1 | 2% | -1% | 80* | 45%[activator] | 24% | 24* | 45%
CCc1ccc(CN2CCN(Cc3cc(Br)ccc3O)CC2)cc1 | 0% | 2% | -8 | 0.23µM* | 1.2µM* | -2 | -21%
COc1ccc([N+](=O)[O-])cc1CSc1ccccn1 | 0% | 0% | 4 | 8% | -79%[1.15 µM] | 9 | -17%
CCOC(=O)c1cc2c(=O)[nH]c(C(Cl)(Cl)Cl)nc2o1 | -1%[11.5 µM] | -1% | 14 | 13% | 66%[activator] | 8 | -25%
CC1(C(=O)OCC(=O)NCCNC(=O)COC(=O)C2(C)CC2(Cl)Cl)CC1(Cl)Cl (stereo not given) | 0% | 4% | -11 | 68%[activator] | ? | 1 | 107%[activator]

Rewritten field by field: two of the compounds above
molecule: Cc1cc(=O)oc(C)c1C(=O)NCCNC(=O)c1c(C)cc(=O)oc1C
  LmPK inh = 1%	Tb PYK inh = -7%	Shiga toxin inh = -2	Pf growth 48h = -1%	Pf growth 96h = .	CHX counter = -5	AmpC inh no detg = -19%
molecule: O=C(Nc1cccc(-c2nc3ncccc3o2)c1)c1sc2ccccc2c1Cl
  LmPK inh = -1%	Tb PYK inh = -4%	Shiga toxin inh = -9	Pf growth 48h = 28%	Pf growth 96h = 0%	CHX counter = -2	AmpC inh no detg = -8%

Later entries
SMILES | LmPK inh | Tb PYK inh | Shiga toxin inh | Pf growth 48h | Pf growth 96h | CHX counter | AmpC inh no detg
CCOC(=O)c1nc(N)sc1C(=O)OCC | -6% | -3% | -12 | 19% | 16% | -2 | -16%
O=C(NC(=S)Nc1ccc(NC(=O)c2ccccc2)cc1)c1ccc(F)cc1 | 10% | -5% | -5 | 6.6µM* | 6.6µM* | 12 | -31%
Cc1cc(C)n2cnnc2n1 | -2% | -8% | -2 | -9% | -6% | 1 | -12%
Cc1noc(C)c1COC(=O)c1cc2c(C)nn(-c3ccc(F)cc3)c2s1 | -1% | 2% | 3 | 0% | 12% | -4 | -15%
CCN(CC)C(=O)CSc1nc(-c2ccccc2)ccc1C#N | 0% | 4% | -12 | -15% | 58%[activator] | -1 | -14%
Cn1c(C=O)c(C#Cc2ccccc2)c2ccccc21 | . | -2% | . | 12µM* | ? | . | -40%
CCCC1=Nc2cc(C(=O)NCCCN3CCN(C)CC3)ccc2Sc2ccccc21 | 3% | -5% | -5 | ? | ? | -6 | 194%[activator]
COc1ccccc1NS(=O)(=O)c1cc(NC(=O)c2cc3ccccc3oc2=O)ccc1C | 2% | -11% | 8 | -6% | 20% | 11 | -24%
Cc1ccccc1NC(=O)NCCCN1CCCC1 | 0% | 3% | -9 | . | 2.3µM* | -4 | -6%
CC1CC(C)CN(C(=O)C2CC(=O)N(c3ccc4c(c3)OCCO4)C2)C1 (stereo not given) | . | 0% | . | ? | -4% | . | 11%
O=C(NCc1ccc2c(c1)OCO2)c1cc(Cl)ccc1Cl | 0% | -5% | . | 50%[activator] | 18% | 13* | -22%
CC(=O)N1CC(C)Sc2ccc(S(=O)(=O)NCc3ccccc3Cl)cc21 (stereo not given) | -17% | -7% | -3 | 3% | 1% | -5 | -3%
O=C(O)c1ccc(/C=N/N2CCN(C3c4ccccc4-c4ccccc43)CC2)cc1 | 22µM* | -15% | 1 | ? | -11% | -2 | 4%
O=c1c2ccccc2nc(-c2ccoc2)n1CCc1ccccc1 | 0% | -8% | 31 | 7% | 72%[activator] | 17 | 10%
COc1ccc(/C(C)=N/NC(=O)c2cc(-c3cccnc3)nc3ccccc23)cc1 | 4% | 1% | -12 | 13% | 8% | -1 | -13%
O=S1(=O)C=C(Oc2ccc(F)cc2)c2ccccc21 | 3% | 7% | 27* | 3% | 75%[activator] | 11* | -16%
COc1cc(C(=O)COC(=O)Cc2cnc3sccn23)cc(OC)c1OC | -2% | 3% | -9 | 15% | 0% | 2 | -8%
Cc1ccc(NS(=O)(=O)c2cc(NC(=O)c3cc(=O)[nH]c(=O)[nH]3)ccc2Cl)c(C)c1 | -1% | -14% | 10 | ? | ? | -1 | -33%
CC(C)N=C(N)N=C(N)Nc1ccc(Cl)cc1 | . | 1% | . | 1.2µM* | 0.33µM* | . | -3%
O=C(COc1ccc(Br)cc1Br)NC1CCS(=O)(=O)C1 (stereo not given) | . | 1% | . | 8% | -5% | . | 0%
Cc1cc(C)n2nc(-c3sccc3-n3c(C)ccc3C)cc2n1 | -2% | -2% | -1 | ? | ? | 5 | 44%
O=C(CC1CS(=O)(=O)CC1CC(=O)Nc1ccc2c(c1)OCCO2)Nc1ccc2c(c1)OCCO2 (stereo not given) | -6% | -10% | 107* | 40%[activator] | -9% | 51* | -16%
Cc1ccc(NC(=O)CN(C)C(=O)COC(=O)CCS(=O)(=O)c2ccc(C)cc2)cc1 | 2% | 1% | 3 | 5% | -24% | -1 | 66%[activator]
Cc1ccc(C2=NN(C(=O)COc3ncnc4ccccc34)C(c3ccco3)C2)cc1 (stereo not given) | 10% | 0% | -18 | -11% | -2% | -3 | -6%
COc1ccc2[nH]c(=O)c(CN(C(=O)c3ccncc3)C(C)(C)C)cc2c1 | 1% | 1% | -2 | ? | ? | -1 | -19%
CCOC(=O)c1c(NC(=O)c2nn(CC)cc2Br)c(C#N)cn1-c1ccccc1 | 1% | 7% | -18 | 9.3µM* | 24% | -7 | -31%
COc1ccc2nc(NC3=NC(c4ccccc4)CC(=O)N3)nc(C)c2c1 (stereo not given) | 0% | 4% | -8 | ? | -6% | -2 | -5%
Cc1ccc(C(=O)CSc2nnc(-c3ccco3)n2C)cc1 | -1% | -26% | 52* | -9% | -23% | 35* | -11%
CN(NS(C)(=O)=O)c1ncc(C(F)(F)F)cc1Cl | -10% | 3% | 2 | 42%[activator] | -20% | 4 | -5%
Cc1ccnn1CC(=O)N/N=C/c1cn[nH]c1-c1ccc(F)cc1 | 1% | -8% | 0 | -11% | 40%[activator] | -1 | -21%
O=C(NNC(=O)C1C2CCC(C2)C1C(=O)O)c1ccc(Br)o1 (stereo not given) | 2% | . | 76* | 13% | 36%[activator] | 42* | -9%
CCC(=O)Nc1cccc(C(=O)/C=C/c2ccc(F)cc2)c1 | -6% | 2% | 26 | ? | ? | 17* | -8%[2.29 µM]
CCOC(=O)c1sc2nc(CC(=O)OC)nc(N3CCN(c4ccccn4)CC3)c2c1C | 0% | -3% | 16 | ? | -2% | -1 | 87%[activator]
COC(=O)C(CC(=O)c1ccc(Br)cc1)n1nc(C)cc1C (stereo not given) | -7% | ? | -7 | -15% | 1% | -3 | 65%[activator]
COc1ccc(CCNC(=O)CSc2nc(N)c3c(C)c(C)oc3n2)cc1OC | 7% | -10% | 6 | -28% | ? | 3 | 6%
CCCCn1c(=O)c(CCC(=O)OCC(=O)NC(C)c2ccccc2)nc2ccccc21 (stereo not given) | 1% | -1% | -7 | 2% | 3% | -2 | 70%[activator]
COC(=O)c1ccc(CNC(=O)c2cc(COc3cncc(Cl)c3)on2)cc1 | -13% | 10% | -10 | -12% | ? | 17 | 123%[activator]

Structural class: the compounds so far with an aryl thioether with sulfur outside any ring (nine)
SMILES | LmPK inh | Tb PYK inh | Shiga toxin inh | Pf growth 48h | Pf growth 96h | CHX counter | AmpC inh no detg
CSc1nc2c(c(=O)[nH]c(=O)n2C)n1C/C=C(\C)Cl | 1% | -8% | -8 | 22% | 16% | 7 | -11%
CSc1nc(O)cc(=O)n1-c1ccc(F)cc1 | -2% | 4% | 8 | 17% | 65%[activator] | 1 | -16%
CC(=O)Nc1cccc(NC(=O)CSc2ncc(C(=O)Nc3ccc(F)cc3)c(=O)n2C)c1 | . | 10% | . | 35%[activator] | 10% | . | -5%
CCSc1nnc(NC(=O)c2ccco2)s1 | -11% | -10% | 27* | 135%[activator] | 49%[activator] | 23* | -6%
Cc1nnsc1Sc1ccccn1 | -10% | -2% | 6 | 15% | -8% | 3 | -5%
COc1ccc([N+](=O)[O-])cc1CSc1ccccn1 | 0% | 0% | 4 | 8% | -79%[1.15 µM] | 9 | -17%
CCN(CC)C(=O)CSc1nc(-c2ccccc2)ccc1C#N | 0% | 4% | -12 | -15% | 58%[activator] | -1 | -14%
Cc1ccc(C(=O)CSc2nnc(-c3ccco3)n2C)cc1 | -1% | -26% | 52* | -9% | -23% | 35* | -11%
COc1ccc(CCNC(=O)CSc2nc(N)c3c(C)c(C)oc3n2)cc1OC | 7% | -10% | 6 | -28% | ? | 3 | 6%
